# GDH-TPI inh: inhibits GDH-TPI coupling enzymes, artifact for Mtb FBA screen; AID 588335; hit rate 1.2% among 360,000; GDH-TPI coupled enzyme counterscreen, NADH absorbance; inhibition, % at 4.8 µM; in the data active means inhibition above about 30%;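 further: 0% = DMSO wells and 100% = wells lacking the enzyme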
# FadD28 binding: blocks FadD28 binding to the bisubstrate probe. fluorescence polarization. inhibition, % at 12.5 µM. hit rate 0.22% among 360,000; in the data active means inhibition above about 8.5%, passing the limit was not always enough; inconclusive means no clear call, values can overlap the other calls
# Anthrax LF inh2: inhibitors of Bacillus anthracis lethal factor protease; P15917; multiplex microsphere protease cleavage assay, LF; inhibition, % at 10 µM; hit rate 0.12% among 360,000; AID 588501; further: plate controls were buffer without enzyme for full effect and enzyme alone for no effect
# BoNT A protease: inhibitors of Botulinum neurotoxin A light chain protease; AID 588499; multiplex microsphere protease substrate cleavage, flow cytometry; hit rate 0.17% among 360,000; inhibition, % at 10 µM; further: plate controls were buffer without enzyme for full effect and enzyme alone for no effect
# BoNT-F LC inh: BoNT F light chain protease inhibition | Multiplex microsphere protease cleavage assay, flow cytometry | inhibition, % at 10 µM | hit rate 0.22% among 360,000; in the data active means inhibition above about 35%, passing the limit was not always enough; inconclusive means no clear call, values can overlap the other calls; further: plate controls were buffer without enzyme for full effect and enzyme alone for no effect
# Mtb FBA inh: Mtb fructose-bisphosphate aldolase inhibition | P9WQA3 | purified M. tuberculosis FBA, fluorescence read-out | inhibition, % at 1 µM | hit rate 2.3% among 360,000 | AID 588726; in the data active means inhibition above about 27%;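 further: 0% = vehicle and 100% = reference inhibitor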
# Target sequence (P9WQA3 whole entry, looked up): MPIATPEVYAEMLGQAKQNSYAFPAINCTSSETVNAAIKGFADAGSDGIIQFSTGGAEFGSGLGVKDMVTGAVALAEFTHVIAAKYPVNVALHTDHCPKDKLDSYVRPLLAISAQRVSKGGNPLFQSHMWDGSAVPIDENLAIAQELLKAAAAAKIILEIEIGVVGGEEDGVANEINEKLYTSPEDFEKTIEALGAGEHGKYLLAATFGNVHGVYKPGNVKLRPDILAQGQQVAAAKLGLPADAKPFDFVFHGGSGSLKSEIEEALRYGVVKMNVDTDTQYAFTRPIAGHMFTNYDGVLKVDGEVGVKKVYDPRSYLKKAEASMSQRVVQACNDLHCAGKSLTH
# Mtb UGM inh: Mtb UDP-galactopyranose mutase inhibition | purified UGM, fluorescence polarization probe displacement | inhibition, % at 10 µM | hit rate 0.06% among 320,000; in the data active means inhibition above about 10%, passing the limit was not always enough; inconclusive means no clear call, values can overlap the other calls
# Target sequence (P9WIQ1 whole entry, looked up): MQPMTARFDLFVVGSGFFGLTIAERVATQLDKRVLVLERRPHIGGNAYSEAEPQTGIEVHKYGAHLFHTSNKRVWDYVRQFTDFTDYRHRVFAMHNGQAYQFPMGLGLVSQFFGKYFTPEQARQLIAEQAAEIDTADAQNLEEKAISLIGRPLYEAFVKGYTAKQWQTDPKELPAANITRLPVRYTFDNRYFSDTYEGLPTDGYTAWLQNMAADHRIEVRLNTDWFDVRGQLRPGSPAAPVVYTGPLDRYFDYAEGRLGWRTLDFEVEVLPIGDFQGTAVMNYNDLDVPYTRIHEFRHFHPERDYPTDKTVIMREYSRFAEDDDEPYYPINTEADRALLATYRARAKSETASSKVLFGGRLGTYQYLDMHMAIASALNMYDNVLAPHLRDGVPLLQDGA
# PfHsp40 yeast: rescue of PfHsp40-mediated yeast toxicity; S. cerevisiae expressing PfHsp40, growth rescue, ATP luminescence; growth rescue, % at 12.5 µM; hit rate 0.68% among 340,000; AID 504582; in the data active means growth rescue above about 28%, passing the limit was not always enough; inconclusive means no clear call, values can overlap the other calls;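 further: yeast W303a lacking pdr1 and pdr3 grown in galactose medium; growth measured after three days at 30 °C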
# Mtb BioA inh: inhibitors of Mycobacterium tuberculosis BioA enzyme | hit rate 0.096% among 360,000 | purified M. tuberculosis BioA enzyme, plate reader | AID 602481 | inhibition, % at 9.99 µM; in the data active means inhibition above about 40%; inconclusive means no clear call, values can overlap the other calls
# * hit, by the source's call; ? = inconclusive; . = not tested or not shown. Unless noted, no stated cut-off is given here; in the data, active means inhibition above about 30%; inconclusive means no clear call, values can overlap the other calls; inactive means below that. Compounds were not picked by outcome. Share with any hit: about 4.7%.
item	SMILES	GDH-TPI inh	FadD28 binding	Anthrax LF inh2	BoNT A protease	BoNT-F LC inh
1	CCc1ccccc1NS(=O)(=O)c1ccc2[nH]cc(C(=O)NC3CCCC3)c(=O)c2c1	6	-5.5	1	0.5	-5
2	Cc1sc2ncnc(SCc3ccco3)c2c1C	-8	-6.9	-2	0.0	-2
3	Cc1[nH]n(S(=O)(=O)c2ccccc2)c(=O)c1N=Nc1cccc(Cl)c1	4	-1.2	.	.	.
4	COc1cc(Cl)ccc1OCc1cc(C(=O)NC(C)Cc2cnccn2)no1 (configuration not stated)	3	-3.4	2	-0.3	8
5	CC(Nc1ccccc1)c1ccncc1 (configuration not stated)	-5	0.1	0	-0.5	-2
6	O=S(=O)(Nc1ncccn1)c1ccc(Nc2ncnc3ccccc23)cc1	49*	-3.3	-2	-1.2	-14
7	COc1cc(C2C(C#N)=C(N)Oc3n[nH]c(-c4cccnc4)c32)ccc1OCC(N)=O (configuration not stated)	7	-2.0	-4	-1.2	-1
8	CS(=O)(=O)N(CC(=O)N1CCN(Cc2ccccc2)CC1)c1cccc([N+](=O)[O-])c1	-11	-1.1	-8	1.4	2
9	CC(=O)COc1ccc2c(-c3ccccc3)cc(=O)oc2c1	25	-3.4	-3	1.3	-12
10	CS(C)(=O)=NS(=O)(=O)c1ccc(Cl)cc1	-12	5.0	-3	-0.1	-10
11	CC(=O)Nc1ccc2cc3ccc(NC(C)=O)cc3nc2c1	7	-2.5	2	0.5	0
12	Clc1ccc(CNCC2CCCO2)cc1 (configuration not stated)	0	0.7	-1	-2.3	3

item	Mtb FBA inh	Mtb UGM inh	PfHsp40 yeast	Mtb BioA inh
1	6	.	4.2	.
2	0	0.4	7.6	-2.0
3	0	0.1	-0.5	-1.9
4	0	-1.1	0.6	-1.3
5	-2	-2.7	0.6	.
6	-1	-1.0	1.8	-0.4
7	-2	-0.5	-1.0	.
8	-3	0.7	0.1	6.9
9	2	2.6	1.6	-0.3
10	5	2.0	1.7	0.8
11	27	6.8	-0.3	-3.9
12	2	2.1	-1.0	-1.9

# Later entries.
item	SMILES	GDH-TPI inh	FadD28 binding	Anthrax LF inh2	BoNT A protease	BoNT-F LC inh
13	COCCNC(=O)CSC1=N/C(=C/c2ccc(Cl)c(Cl)c2)C(=O)N1c1ccccc1F	25	-0.8	-1	0.7	5
14	N#Cc1ccc(NC2c3ccccc3CC2O)cc1 (configuration not stated)	0	-1.3	0	-0.3	-5
15	O=C(Cc1cccc(NC(=O)C2CCN(C(=O)CCc3ccccc3)CC2)c1)Nc1cccc(C(=O)N2CCCC2)c1	-3	-1.9	4	-0.6	-8
16	CC1=NOC(=O)/C1=C/c1ccc2c(c1)OCO2	-2	-0.9	-12	-0.9	-4
17	Cc1ccccc1-n1c(O)cc(=O)[nH]c1=S	3	-4.0	-1	-0.3	-2
18	Cn1nccc1C(=O)Nc1ccccc1C(=O)O	4	0.4	2	-0.8	-8
19	CCn1nc(C(=O)NNS(=O)(=O)c2cc(/C=C/C(=O)O)cc(OC)c2OC)c2ccccc2c1=O	-7	-3.4	-2	-0.1	-5
20	O=C1Nc2c(c(=O)[nH]c(=O)n2Cc2ccccc2)C1(NS(=O)(=O)c1ccccc1)C(F)(F)F (configuration not stated)	-1	0.2	-7	-1.0	-9
21	O=P(c1ccc2c(c1)OCCO2)(N1CCOCC1)N1CCOCC1	11	1.0	-2	-0.4	-1
22	Brc1ccccc1OCCCn1cnc2ccccc21	-20	-6.7	-1	1.3	3
23	O=C(CCCOc1ccccc1)NNC(=O)c1ccncc1	6	-3.2	-2	-0.2	-4
24	COc1ccc(C2CC(=O)C3=C(C2)Nc2ccccc2N(C(=O)CCC(=O)O)C3c2ccc(F)cc2)cc1 (configuration not stated)	50*	-0.8	-4	0.2	2

item	Mtb FBA inh	Mtb UGM inh	PfHsp40 yeast	Mtb BioA inh
13	18	3.2	-0.5	.
14	4	.	-0.4	-0.2
15	1	0.0	-1.8	-2.0
16	-2	2.6	0.8	.
17	-5	3.5	1.9	.
18	-2	-0.5	-1.9	-1.3
19	-1	0.0	-0.4	-0.3
20	0	1.8	-0.6	.
21	-1	0.1	0.8	-5.1
22	-5	3.3	-0.5	4.3
23	-2	1.3	-0.9	-1.3
24	19	-0.5	-0.2	-0.4

# Further structures.
item	SMILES	GDH-TPI inh	FadD28 binding	Anthrax LF inh2	BoNT A protease	BoNT-F LC inh
25	COc1ccc(CNC(=O)CN(C)Cc2ccc(C(C)(C)C)cc2)cc1	-1	.	6	0.2	19
26	Cc1cc(=O)n2[nH]c(C(=O)O)nc2n1	4	-0.4	-3	0.2	3
27	Nc1nnc(SCCN2C(=O)c3ccccc3S2(=O)=O)s1	0	-2.5	2	-0.9	27
28	CCc1c(O)nc(SCC(=O)Nc2cc(C)on2)n(-c2ccccc2)c1=O	-2	-2.2	-1	-0.7	-7
29	Cc1cccc(OCc2nc3ccccc3n2C)c1	7	-0.9	-1	-0.5	2
30	CCCCN(C(=O)c1ccco1)C1CCS(=O)(=O)C1 (configuration not stated)	-14	-1.1	?	-4.6	-10
31	O=C(N=C1SCC(=O)N1c1ccccc1)c1ccco1	2	-4.2	-1	-0.4	3
32	CN1C(=O)CC(N2CCC(C(N)=O)(N3CCCCC3)CC2)C1=O (configuration not stated)	12	-0.5	2	-2.6	-12
33	COCCNC(=S)Nc1ccc(S(=O)(=O)Nc2ncccn2)cc1	5	-1.0	0	0.0	-2
34	CCN(CC)C(=O)C1CCCN(Cc2nc(-c3cccs3)no2)C1 (configuration not stated)	8	-0.8	-4	-1.2	3
35	Cn1cc([C@@H]2C[C@H]3CN(Cc4cccc(Cl)c4)C(=O)[C@]34CCCN24)c(-c2ccccc2)n1	-3	-5.0	8	1.9	4
36	C=CCn1c(C)cc(C2=NNC(=Nc3ccc(C)cc3)SC2)c1C	3	-2.4	-2	-1.1	-16

item	Mtb FBA inh	Mtb UGM inh	PfHsp40 yeast	Mtb BioA inh
25	3	-2.4	0.0	-1.7
26	8	2.9	-0.5	-1.2
27	-3	-0.5	-0.3	-0.9
28	-1	-0.1	-1.0	-0.9
29	-1	-2.4	-0.9	6.4
30	2	0.8	-1.4	-0.4
31	0	-0.2	-0.6	0.1
32	1	-0.9	0.9	0.2
33	8	2.4	-0.1	.
34	1	-1.4	-0.7	.
35	3	-2.1	-0.9	0.9
36	4	-0.5	-1.2	.

# Further results follow.
item	SMILES	GDH-TPI inh	FadD28 binding	Anthrax LF inh2	BoNT A protease	BoNT-F LC inh
37	O=[n+]1c2c(n([O-])c3ccccc31)CCC2	9	-1.5	-6	-2.6	-29
38	O=c1oc2ccccc2c(NC2CCCCC2)c1NS(=O)(=O)c1ccc(Br)cc1	3	-7.4	-2	-0.7	0
39	O=C(CSc1nccc(=O)[nH]1)NC1CCCc2ccccc21 (configuration not stated)	0	-0.9	3	0.2	3
40	CC(=O)Nc1ccc(CNc2nc(NCCN(C)C)nc3cc(-c4ccccc4)sc23)cc1	19	-19	-1	1.2	-19
41	COc1cccc(C(=O)OCC(=O)c2c[nH]c3ccccc23)c1OC	7	0.7	3	0.8	7
42	CCOC(=O)C1=C(C)N=c2s/c(=C\c3ccc(OC(C)=O)c(OCC)c3)c(=O)n2C1/C=C/c1ccccc1 (configuration not stated)	10	-0.5	3	7.4	7
43	Cc1[nH]c2ccccc2c1N=Nc1cc(C(=O)O)cc(C(=O)O)c1	9	6.1	7	-0.7	-12
44	Cc1noc(C)c1S(=O)(=O)N1CCC(C(=O)NCCc2ccc(S(N)(=O)=O)cc2)CC1	-10	-1.4	-3	-0.3	-4
45	CN(C)C(=O)c1cccc(-c2cnc3c(NC=O)cc(-c4ccccc4N(C)C)cn23)c1	14	1.9	-4	0.2	-10
46	CN(C)S(=O)(=O)c1ccc(Cl)c(NC(=O)CN2CCCCCC2)c1	-3	-0.8	-2	-1.2	-4
47	CN(C)c1cccc(C(=O)Nc2nnc(Cc3ccccc3)s2)c1	15	-1.6	2	-1.2	-17
48	Nc1nc(N2CCN(c3cccc(Cl)c3)CC2)n[nH]1	-2	0.4	1	-0.4	-2

item	Mtb FBA inh	Mtb UGM inh	PfHsp40 yeast	Mtb BioA inh
37	-1	-1.6	-0.3	-2.1
38	-1	2.1	6.1	-0.8
39	4	-0.1	0.9	.
40	9	.	.	1.2
41	0	-2.2	-0.7	5.2
42	-1	2.0	-2.2	.
43	-11	1.8	-0.9	.
44	2	0.0	0.2	0.2
45	1	.	.	-105
46	1	0.6	0.0	.
47	15	-1.6	1.4	.
48	-2	-0.4	-1.3	.

# Sorted by length of the SMILES (high to low): some entries from above.
item	SMILES	GDH-TPI inh	FadD28 binding	Anthrax LF inh2	BoNT A protease	BoNT-F LC inh
44	Cc1noc(C)c1S(=O)(=O)N1CCC(C(=O)NCCc2ccc(S(N)(=O)=O)cc2)CC1	-10	-1.4	-3	-0.3	-4
40	CC(=O)Nc1ccc(CNc2nc(NCCN(C)C)nc3cc(-c4ccccc4)sc23)cc1	19	-19	-1	1.2	-19
38	O=c1oc2ccccc2c(NC2CCCCC2)c1NS(=O)(=O)c1ccc(Br)cc1	3	-7.4	-2	-0.7	0
43	Cc1[nH]c2ccccc2c1N=Nc1cc(C(=O)O)cc(C(=O)O)c1	9	6.1	7	-0.7	-12
41	COc1cccc(C(=O)OCC(=O)c2c[nH]c3ccccc23)c1OC	7	0.7	3	0.8	7
47	CN(C)c1cccc(C(=O)Nc2nnc(Cc3ccccc3)s2)c1	15	-1.6	2	-1.2	-17
39	O=C(CSc1nccc(=O)[nH]1)NC1CCCc2ccccc21 (configuration not stated)	0	-0.9	3	0.2	3
48	Nc1nc(N2CCN(c3cccc(Cl)c3)CC2)n[nH]1	-2	0.4	1	-0.4	-2
37	O=[n+]1c2c(n([O-])c3ccccc31)CCC2	9	-1.5	-6	-2.6	-29

item	Mtb FBA inh	Mtb UGM inh	PfHsp40 yeast	Mtb BioA inh
44	2	0.0	0.2	0.2
40	9	.	.	1.2
38	-1	2.1	6.1	-0.8
43	-11	1.8	-0.9	.
41	0	-2.2	-0.7	5.2
47	15	-1.6	1.4	.
39	4	-0.1	0.9	.
48	-2	-0.4	-1.3	.
37	-1	-1.6	-0.3	-2.1

# (cont.)
item	SMILES	GDH-TPI inh	FadD28 binding	Anthrax LF inh2	BoNT A protease	BoNT-F LC inh
49	COc1ccc(COC(=O)C2=C(C)NC(=O)NC2c2cccc(OC)c2OC)cc1 (configuration not stated)	4	-0.9	10	2.0	?
50	O=C(NCCCn1ccnc1)c1ccc(COc2ccccc2)o1	1	1.4	-1	2.5	2
51	Cc1cc(Br)c(NC(=O)CCNC(=O)OCc2ccccc2)cc1C	5	1.6	4	-0.6	7
52	CC(C)Sc1nc(NCc2ccco2)c2c3c(sc2n1)COC(C)(C)C3	9	-2.6	-8	0.2	-3
53	CC1(C)Cc2c(cnn2-c2ccc(F)cc2)C(NC(=O)CCCN2CCCCC2=O)C1 (configuration not stated)	-1	.	5	-2.0	-7
54	Cc1cc(C)n2nc(C(=O)OCCOc3ccc(F)cc3)nc2n1	9	0.2	4	0.4	1
55	COc1ccc(Nc2nnc(C)c(=O)[nH]2)c(OC)c1	3	1.7	3	-0.9	-18
56	FC(F)(F)c1ccc(CN2CCNCC2)cc1	-7	-0.7	0	0.0	-9
57	O=C(N/N=C/c1ccccc1[N+](=O)[O-])c1ccc2c(c1)OCCO2	6	-1.9	-1	-0.6	2
58	CC12CCC(C(=O)N(NC(=O)c3cc(Cl)ccc3O)C1=O)C2(C)C (configuration not stated)	6	-0.1	-6	0.3	15

item	Mtb FBA inh	Mtb UGM inh	PfHsp40 yeast	Mtb BioA inh
49	-2	1.3	-0.2	-1.1
50	2	1.0	1.3	-1.2
51	2	0.4	0.8	-0.7
52	85*	-0.2	0.6	-0.9
53	0	-0.4	1.3	-0.5
54	4	-0.1	0.8	0.0
55	1	-2.0	0.3	-2.4
56	0	1.5	0.0	.
57	3	2.5	1.7	.
58	44*	-1.7	0.2	-1.1

# Screens deposited in PubChem by several laboratories.
